Bioassay records as filed in PubChem.
PglD DTNB = PglD (C. jejuni) enzyme inhibition; purified PglD enzyme, DTNB colorimetric CoA detection; 360,000 tested, 0.098% active; inhibition, % at 12.5 µM; in the data active = inhibition above about 16%, passing the limit was not always enough; note: strong numbers were not always called active
EWS-Fli block = inhibitors of EWS/Fli oncoprotein transcriptional activity. 350,000 tested, 0.67% active. AID 651661. A673 NR0B1-luciferase reporter, viability-normalised. inhibition, % at 12.6 µM;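 active = mean inhibition of at least 50% after viability correction, with every replicate also passing that limit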;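 note: firefly luciferase signal divided by Alamar Blue viability fluorescence both relative to DMSO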
FN deposit inh = fibronectin deposition inhibition; AH1F fibroblasts, Alexa488-fibronectin deposition fluorescence, overnight; inhibition, % at 12.6 µM; 350,000 tested, 0.086% active;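 active = mean inhibition across replicates of 30% or more, regardless of how many single replicates reach that level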;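 note: positive control wells lacked labelled fibronectin entirely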
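Assay system: AH1F fibroblasts assembling fluorescent fibronectin matrix; Amount: 10000 AH1F cells per well; Buffer or medium: DMEM, 2% serum; Probe or stimulus: Alexa488-fibronectin, 24 nM final in well; Doses: single compound dose, delivered by pin transfer; Incubation: 1 h adhesion, overnight exposure; Measured by: fluorescence 485/525 nm; Read-out: fibronectin deposition inhibition.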
LGR2 inh = Drosophila LGR2 receptor signaling inhibition. HEK293 LGR2, CRE-luciferase, bursicon-stimulated, 4 h. inhibition, % at 9.99 µM. 380,000 tested, 0.35% active. AID 720647;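 active = drop in luminescence signal, shown as inhibition above about 50% in the replicate tests, limit read from the data, passing the limit was not always enough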;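 note: agonist challenge used bursicon conditioned medium at about half maximal strength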
PAX8 reporter = PAX8 transcriptional activity inhibition; 360,000 tested, 1.2% active; RMG-I TPO-luciferase reporter, SteadyGlo, 24 h; inhibition, % at 12.6 µM; AID 652154;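 active = mean replicate inhibition at least 60% with every replicate also reaching 60%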;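 note: luciferase light reporting Pax8 driven TPO promoter activity; plate controls were median of neutral control wells for no effect and mitoxantrone controls for full effect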
PGC1a acetyl inh = modulators of PGC1a acetylation; U2OS PGC1a acetylation, AlphaScreen anti-acetyl-lysine; with virally co-expressed GCN5 acetyltransferase; inhibition, % at 15.6 µM; 350,000 tested, 0.17% active; AID 651687;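 active = every replicate shows inhibition of at least 40%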;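 note: 0% = neutral control wells and 100% = positive control wells; some results beyond the cut were filed as inactive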
ERAP1 inh = inhibitors of human ERAP1 aminopeptidase; Q9NZ08; recombinant ERAP1, Leu-AMC fluorescence, 60 min; inhibition, % at 10.7 µM; 340,000 tested, 0.15% active;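 active = mean replicate inhibition of at least 30%, or all replicates individually reaching that 30% level; inactive = mean below 30% and not every replicate reaching it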;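 note: 0% = neutral control wells and 100% = L-leucinethiol positive control wells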
Target sequence (Q9NZ08 whole entry, looked up): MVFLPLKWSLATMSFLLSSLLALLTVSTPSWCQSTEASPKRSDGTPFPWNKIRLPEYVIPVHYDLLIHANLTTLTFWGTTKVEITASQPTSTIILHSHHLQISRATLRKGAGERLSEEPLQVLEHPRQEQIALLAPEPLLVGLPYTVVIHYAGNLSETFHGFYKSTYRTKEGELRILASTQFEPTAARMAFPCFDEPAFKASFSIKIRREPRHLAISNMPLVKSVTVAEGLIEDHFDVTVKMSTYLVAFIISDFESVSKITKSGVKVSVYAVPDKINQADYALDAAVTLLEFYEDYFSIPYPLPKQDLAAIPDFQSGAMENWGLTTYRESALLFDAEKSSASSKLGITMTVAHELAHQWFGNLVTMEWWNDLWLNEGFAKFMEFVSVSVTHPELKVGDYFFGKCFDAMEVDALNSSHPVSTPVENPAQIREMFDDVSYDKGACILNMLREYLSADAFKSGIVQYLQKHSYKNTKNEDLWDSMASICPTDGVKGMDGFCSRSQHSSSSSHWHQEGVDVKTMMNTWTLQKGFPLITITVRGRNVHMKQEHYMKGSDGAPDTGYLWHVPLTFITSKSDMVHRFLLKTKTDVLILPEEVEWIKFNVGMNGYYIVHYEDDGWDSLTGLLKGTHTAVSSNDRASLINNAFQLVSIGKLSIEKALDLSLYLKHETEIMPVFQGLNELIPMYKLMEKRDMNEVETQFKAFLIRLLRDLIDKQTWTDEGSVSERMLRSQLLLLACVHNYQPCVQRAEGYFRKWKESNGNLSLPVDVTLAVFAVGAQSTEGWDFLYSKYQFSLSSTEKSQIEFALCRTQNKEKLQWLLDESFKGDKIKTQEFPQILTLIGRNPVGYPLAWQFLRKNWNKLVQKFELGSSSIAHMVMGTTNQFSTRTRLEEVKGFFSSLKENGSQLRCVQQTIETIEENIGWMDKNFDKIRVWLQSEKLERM
S100A4 inh HTS = S100A4-myosin IIA interaction inhibition | P26447 | S100A4/TAMRA-MyoIIA peptide fluorescence polarization | inhibition, % at 10.7 µM | 360,000 tested, 0.14% active;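 active = mean inhibition of at least 70% across replicates, with every replicate also reaching that level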
Target sequence (P26447 whole entry, looked up): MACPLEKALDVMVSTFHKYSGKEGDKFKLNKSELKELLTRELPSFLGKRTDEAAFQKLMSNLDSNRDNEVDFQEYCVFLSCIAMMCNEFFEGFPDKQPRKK
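Material: S100A4 monomer protein | Medium: HEPES pH 7.2 with CaCl2, KCl, NaCl, DTT, Triton | Reagent: Labelled myosin peptide probe, 5 nM | Doses: One dose per compound | Times: 5 min incubation before reading | Benchmarks: Neutral control DMSO, positive control TFP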
* marks the source's active call; other numbers are inactive results; x = no result given.

SMILES	PglD DTNB	EWS-Fli block	FN deposit inh	LGR2 inh	PAX8 reporter	PGC1a acetyl inh	ERAP1 inh	S100A4 inh HTS
CCOC(=O)c1cccc(NC(=O)C2CCN(c3ncnc4c3nc3n4CCCCC3)CC2)c1	-3.6	2.1	-4.2	-14.5	4.6	3.5	-0.2	-5.8
CN(C)CC#Cc1ccc([C@@H]2[C@@H](CO)N3CCCCN(C(=O)C4CCCC4)C[C@H]23)cc1	-1.7	12.0	x	x	-6.6	-11.5	x	x
COc1cccc(C(=O)N2CCN(C(=O)C3CC3)CC2)c1	3.1	0.0	8.0	11.3	-6.1	-0.9	0.4	-5.0
O=S(=O)(c1ccccc1F)N1CCCCN2[C@H](CO)[C@H](c3ccc(-c4cncnc4)cc3)[C@@H]2C1	3.4	-2.1	x	8.0	-9.5	6.6	-0.3	-4.4
Cc1ccc(C(=O)Nc2ccc3[nH]c(=O)[nH]c3c2)c(C)c1	x	-19.1	13.2	-0.2	-22.4	-0.5	-1.8	3.2
Cc1ccc(CNC(=O)C(NS(=O)(=O)c2cccc3nsnc23)C(C)C)cc1 (centres undefined)	-6.2	x	4.2	-2.6	14.5	x	2.1	-18.1
Cc1ccccc1-n1ncc2c1CC(C)(C)CC2NC(=O)CCn1cncn1 (centres undefined)	0.9	-6.7	-40.4	-3.0	1.1	10.4	-0.6	-2.3
O=S(=O)(c1c(F)cccc1F)N1CCN(C(=S)NCc2ccc3c(c2)OCO3)CC1	x	-1.9	x	12.8	15.4	-10.8	0.9	-2.2
c1ccc2c3c(c(CN4CCCCC4)cc2c1)COC3	-3.4	-5.6	3.7	x	-8.7	5.0	-2.1	-2.2
COc1ccc(C(C)=NOC(=O)c2c(-c3ccccc3Cl)noc2C)cc1CN1CCOCC1	-0.5	13.9	-0.8	29.0	27.4	-32.3	4.5	3.0
COc1cc(C(=O)NCC(=O)OCc2ccc(F)cc2)cc(OC)c1OC	0.6	2.2	-3.9	-7.2	17.6	-3.2	-0.4	-2.6
O=C(C[C@@H]1CC[C@H]2[C@@H](COC[C@@H](O)CN2Cc2ccc(Oc3ccccc3)cc2)O1)N1CCCCC1	-4.1	17.3	-18.0	12.4	20.5	-3.7	2.0	-3.4
CCn1nc([N+](=O)[O-])c2c(-c3nc4ccccc4o3)c(N)n(CCCOC)c2c1=O	1.1	-3.1	-12.0	10.0	-7.0	-9.3	-2.7	-0.4
CCOC(=O)CCCOC(=O)c1ccc(S(=O)(=O)N(C)C)cc1	-123.3	x	-5.4	x	-5.8	0.5	x	x
O=C(COc1ccccc1Cl)NCCNC(=O)c1cccnc1	-6.9	-2.9	0.7	2.9	5.1	-2.2	-5.0	-3.4
CC1CCc2sc(C(=O)Nc3ccc(C(N)=O)cc3)cc2C1 (centres undefined)	-0.2	-45.8	1.6	-47.7	-12.5	7.9	-0.1	-0.2
CCCCOn1c(C)c(C(=O)OCC)c2c3nonc3ccc21	-2.1	x	12.0	x	13.7	-10.5	x	x
Cc1ccc2c(c1)-c1ncc(C(=O)c3cc(Br)ccc3O)cc1CO2	x	3.7	x	11.3	-2.3	x	-5.9	0.3
Cc1nn(-c2ccccc2)c(Cl)c1C(=O)OC(C)C(=O)NC(=O)NC1CCCCC1 (centres undefined)	1.3	x	-6.5	x	-7.4	-4.2	x	x
C[C@H](CO)N1C[C@H](C)[C@H](CN(C)C(=O)Nc2ccc3c(c2)OCO3)Oc2ccc(NC(=O)CCCCCC(=O)Nc3ccccc3N)cc2CC1=O	0.5	0.0	x	-4.6	-5.5	-4.6	1.4	-5.9
O=C(Nc1cc2c(oc1=O)CCCC2=O)c1cccc(Cl)c1	3.6	x	2.2	x	-12.0	6.6	x	x
O=C(N[C@@H](Cc1ccccc1)C(=O)OCc1ccccc1)c1nc[nH]c1C(=O)NCc1ccccc1	-1.0	-0.3	-6.4	12.7	-1.2	7.5	x	-7.6
N/C(=N\OC(=O)Cc1ccc(Cl)cc1)c1cccnc1	2.3	-21.5	x	-19.7	x	4.8	1.3	-6.7
CN(C)CC(=O)Nc1ccc2c(c1)[C@@H]1C[C@@H](CC(=O)N(C)C)O[C@@H](CO)[C@@H]1O2	1.3	-19.7	10.4	0.5	x	-0.4	0.3	-4.6
O=C(CCCc1ccccc1)NCCC1=CCCCC1	6.5	-27.6	2.5	-87.2	-24.4	5.7	-5.1	-1.3

Further records:
SMILES	PglD DTNB	EWS-Fli block	FN deposit inh	LGR2 inh	PAX8 reporter	PGC1a acetyl inh	ERAP1 inh	S100A4 inh HTS
CC(NC(=O)c1cccnc1)c1ccc2c(c1)OCO2 (centres undefined)	1.1	0.5	x	-10.6	x	-5.9	-0.6	0.7
O=C(C[C@H]1CC[C@@H]2[C@H](COC[C@@H](O)CN2Cc2nccs2)O1)NCc1ccccc1Cl	-1.8	5.1	0.1	4.1	-8.5	3.2	1.5	1.4
O=C1N/C(=N/O)S/C1=C\c1ccccc1-n1cccn1	x	0.1	4.0	25.6	8.7	-0.9	2.1	-4.4
O=C(O)/C=C/c1cnc2ccccc2c1	x	0.6	1.8	-12.3	-48.3	24.5	3.8	-28.1
O=C1NC2(CCCCCC2)C(=O)N1Cc1cccc(Cl)c1	-1.7	-9.2	16.7	1.7	-13.5	-3.1	-1.0	-2.6
Cc1ccc(C(=O)Nc2ccc(F)cc2)cc1NC1=NC2CS(=O)(=O)CC2S1 (centres undefined)	9.5	-4.6	-4.1	-5.1	-18.5	8.5	x	-1.7
CCOc1ccc(C2C(C(=O)c3ccco3)=C(O)C(=O)N2CCCn2ccnc2)cc1OCC (centres undefined)	-2.2	x	4.0	6.8	0.9	-16.8	1.3	0.3
COc1ccc(-c2cc3c(=O)n(CC(=O)NCc4ccc(Cl)cc4)ncn3n2)cc1	-1.6	-1.1	2.5	16.3	-4.5	-16.6	-0.9	-1.7
Cc1ccc(NCC(=O)N/N=C/c2ccc(OC(=O)c3ccco3)cc2)cc1	-7.5	1.3	x	-8.3	x	1.4	-2.8	-5.7
Cc1noc(C)c1NC(=O)N(C)C[C@@H]1Oc2ccc(NC(=O)Cc3cn(C)c4ccccc34)cc2C(=O)N([C@H](C)CO)C[C@@H]1C	7.4	-5.9	x	-12.5	x	-10.5	-4.1	-5.1
CCOc1ccc(S(=O)(=O)Nc2ccc(C(=O)NCC(c3ccccc3)N(C)C)cc2)cc1 (centres undefined)	-1.2	-3.1	3.9	-8.9	12.5	-11.9	-1.9	33.6
COC(c1ccccc1)c1nnc(CCC(=O)NCc2cccc(-n3cccn3)c2)o1 (centres undefined)	x	9.1	-0.8	-2.8	5.1	x	0.2	4.5
Cc1ccccc1N(CC(=O)NC1CCCCC1)C(=O)c1csnn1	x	6.2	-0.6	-6.6	7.0	x	0.0	3.9
COc1ccc(-c2c(C(F)(F)F)[nH]n3c(=O)cc(-c4ccccc4)nc23)cc1	x	10.7	0.2	22.4	0.4	1.3	4.0	0.7
O=S(=O)(Nc1ccccc1)c1cccc2nsnc12	-3.3	7.6	-1.2	1.6	4.9	-13.6	2.7	-13.6
CC(=O)N1[C@@H]2Cn3c(ccc(-c4cccc(F)c4)c3=O)[C@H]1[C@@H](C(=O)NCCCN(C)C)[C@@H]2CO	x	-11.8	x	-52.7	0.9	x	-2.1	7.6
CO[C@H](CN(C)S(=O)(=O)c1cccc(Cl)c1)[C@@H](C)CN([C@H](C)CO)S(=O)(=O)c1ccc(Cl)cc1	1.0	1.5	-6.8	13.0	19.4	-7.4	-3.3	18.7
C[C@H](NC(=O)C[C@@H]1C[C@H]2c3cc(NC(=O)Nc4ccc(C(F)(F)F)cc4)ccc3O[C@H]2[C@H](CO)O1)c1ccccc1	-1.7	-2.2	x	15.5	18.3	24.1	-0.5	-8.2
O=C(Nc1cccc(Cl)c1)C1C2C=CC3(O2)C1C(=O)N(CCN1CCCCC1)C3C(=O)NC1CCCCC1 (centres undefined)	0.7	6.9	-5.7	-6.9	-13.7	2.5	-5.7	-1.8
O=C(CSc1ccccc1)NCCSCc1ccccc1	-1.0	x	-4.6	7.4	-32.9	1.4	x	x
CCOc1cc(-c2sc(Nc3ccccc3)n[n+]2-c2ccc(F)cc2)ccc1OC	-1.2	-1.8	1.6	-30.6	14.3	-7.5	-0.5	-9.6
Cc1ccc(/C=C(\C#N)c2nn(-c3ccccc3)c(N)c2C#N)cc1	4.5	-15.8	x	0.5	4.6	4.6	x	x
CC1CCCCC1NC(=O)c1cccc(S(=O)(=O)N2CCN(Cc3ccccc3)CC2)c1 (centres undefined)	-1.6	11.4	0.6	-1.5	1.5	-2.0	5.1	1.7
Cc1ccccc1NC(=O)c1ccco1	-0.7	4.6	-5.0	-6.0	-4.7	6.4	19.4	-1.5
CN(C)c1nc(N(C)C)n(C(=O)c2ccc(F)cc2)n1	-0.4	10.7	8.3	21.2	-5.0	-15.9	0.2	-2.9

5 entries from above, with values under each structure:
The line under a structure holds: PglD DTNB | EWS-Fli block | FN deposit inh | LGR2 inh | PAX8 reporter | PGC1a acetyl inh | ERAP1 inh | S100A4 inh HTS
> O=C(COc1ccccc1Cl)NCCNC(=O)c1cccnc1
  -6.9 | -2.9 | 0.7 | 2.9 | 5.1 | -2.2 | -5.0 | -3.4
> CC1CCc2sc(C(=O)Nc3ccc(C(N)=O)cc3)cc2C1 (centres undefined)
  -0.2 | -45.8 | 1.6 | -47.7 | -12.5 | 7.9 | -0.1 | -0.2
> CCCCOn1c(C)c(C(=O)OCC)c2c3nonc3ccc21
  -2.1 | x | 12.0 | x | 13.7 | -10.5 | x | x
> Cc1ccc2c(c1)-c1ncc(C(=O)c3cc(Br)ccc3O)cc1CO2
  x | 3.7 | x | 11.3 | -2.3 | x | -5.9 | 0.3
> Cc1nn(-c2ccccc2)c(Cl)c1C(=O)OC(C)C(=O)NC(=O)NC1CCCCC1 (centres undefined)
  1.3 | x | -6.5 | x | -7.4 | -4.2 | x | x

Following part
SMILES	PglD DTNB	EWS-Fli block	FN deposit inh	LGR2 inh	PAX8 reporter	PGC1a acetyl inh	ERAP1 inh	S100A4 inh HTS
C=CCNc1nc(Nc2ccc(OC)cc2OC)nc(OCC)n1	2.5	x	5.9	x	8.8	-20.0	x	x
COc1ccc(C(=O)O)cc1S(=O)(=O)NCCc1ccccn1	4.6	0.9	-8.5	2.3	-11.6	5.8	0.8	-0.7
COc1ccc(/C=C/C(=O)Nc2ccccc2C)cc1S(=O)(=O)N1CCOCC1	x	-58.3	-3.8	-20.8	-30.0	x	-3.5	-2.8
C[C@H](CO)N1C[C@H](C)[C@H](CN(C)CC2CCOCC2)Oc2cc(-c3cccnc3)ccc2S1(=O)=O	-12.6	5.1	x	-7.1	-1.0	-3.8	1.0	4.3
NC(=O)CSc1n[nH]c(=O)n1CCc1ccccc1	-0.7	5.1	0.9	9.8	-12.2	14.1	-3.4	4.5
Cc1cc(C)cc(NC(=O)C2CCN(c3cnccn3)CC2)c1	x	-2.8	-5.3	18.7	14.4	-0.7	7.6	0.4
C[C@@H]1CN([C@@H](C)CO)C(=O)c2cc(NS(=O)(=O)c3cn(C)cn3)ccc2O[C@H]1CN(C)S(=O)(=O)c1ccc(Cl)cc1	-0.9	-4.4	x	9.2	4.0	-5.8	-1.0	2.3
CN(C(=O)COC(=O)CCC(=O)c1ccc(Cl)cc1)c1c(N)n(Cc2ccccc2)c(=O)[nH]c1=O	-1.8	8.0	15.0	-17.7	8.2	8.4	-4.8	0.7
Cc1ccc(NC(=O)CN2C(=O)COc3ccc(S(=O)(=O)N4CCCC4)cc32)c(C)c1	2.7	x	-1.3	-7.5	-8.6	-2.9	0.1	-2.0
Cn1c(=O)c2c(ncn2CC(=O)OCC(=O)Nc2cccc(C#N)c2)n(C)c1=O	1.0	9.7	3.1	29.0	3.1	-5.6	3.2	-5.1
Cc1cc(C#N)c(C)n1-c1cc(S(=O)(=O)N2CCOCC2)ccc1N1CCCC1	-6.6	x	0.3	x	10.7	-11.2	x	x
